# Lipid droplet: hepatic lipid droplet formation modulation | AML12 mouse hepatocytes, oleate lipid droplets, BODIPY imaging | inhibition, % at 6.5 µM | 240,000 tested, 0.4% active;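 active = lipid droplet intensity inhibited by at least 50%, with more than 500 cells counted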
#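 Test system: AML12 hepatocytes (mouse); reagent: oleate loading, 100 µM; dosing: one dose, 6.5 µM compound; incubation: overnight exposure; signal: fluorescence imaging, 20x objective, two fields per well; read-out basis: % inhibition of corrected integrated BODIPY droplet signal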
# P. falciparum M1AAP: P. falciparum M1AAP inhibitors, biochemical, fluorogenic H-Leu-NHMec substrate, 1536-well (AID 1445); inhibition, % at 30 µM; hits with a dose series show IC50 in µM; recombinant M1AAP, H-Leu-NHMec fluorogenic kinetic assay; higher % means a stronger effect; 220,000 tested, 0.42% active;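 active = primary inhibition above the hit cutoff, then over 50% inhibition at one or more dose response concentrations, cut at about 23% in these data, passing the limit was not always enough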;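 note: plate controls were DMSO full reaction for no effect and no enzyme background for full effect; strong numbers were not always called active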
# human PMI inhibition: MPI enzyme activity inhibition – biochemical, fluorescence intensity, coupled assay, primary screen (AID 1209); purified PMI enzyme, coupled fluorescence intensity; higher % means a stronger effect; inhibition, % at 20 µM, or IC50 in µM where a hit was titrated; 190,000 tested, 0.42% active;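 note: plate controls were DMSO vehicle for no effect and wells lacking substrate for full effect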
# PMI inhibition: human PMI inhibitors, high substrate, primary screen, biochemical, fluorescence intensity, high mannose 6-phosphate (AID 1220) | recombinant PMI enzyme, coupled fluorescence intensity; higher % means a stronger effect | inhibition, % at 20 µM, or IC50 in µM where a hit was titrated | 190,000 tested, 0.66% active
# ER stress rescue: rescue of cells from ER stress-induced death, primary screen, 384-well, CSM14.1, thapsigargin, ATP luminescence (AID 1222). CSM14.1 thapsigargin-induced death rescue, ATP luminescence; higher % means a stronger effect. cellular ATP content (survival), % at 20 µM; hits with a dose series show EC50 in µM. 190,000 tested, under 10 active;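 active = EC50 below 50 µM in the dose-response confirmation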;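 note: death triggered by thapsigargin at about 15 µM added after 2 h compound pretreatment; cell ATP read after overnight thapsigargin exposure of roughly 18 to 22 hours; normalized against plate controls of thapsigargin alone and 5% DMSO vehicle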
# WT yeast gro inh: growth inhibition of WT yeast, mitochondrial fusion screen; mitochondrial fusion phenotypic screen, WT strain; inhibition, % at 10 µM; 190,000 tested, 2.1% active; AID 1362; in the data active = inhibition above about 58%; tested in S. cerevisiae
# K1F lysis inhibition: inhibition of K1F phage lysis, E. coli UTI89, bacterial capsule biogenesis inhibitors, alamar blue (AID 488966); E. coli UTI89 K1F phage lysis, alamar blue, 2 h; higher % means a stronger effect; 340,000 tested, 0.02% active; inhibition, % at 100 µM, or IC50 in µM where a hit was titrated;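 active = phage lysis inhibition, versus mean bacterial control, above a set limit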;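 note: capsule biogenesis inhibitors block K1F phage lysis so surviving cells raise fluorescence; higher fluorescence means more inhibition of phage lysis; actives were called in the ten point dose series up to 300 µM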
# Myeloid diff MLP: compounds promoting myeloid differentiation. ER-HoxA9 myeloid progenitors, lysozyme-GFP differentiation, flow cytometry. calls only at 10 µM. 360,000 tested, 1% active. AID 624256;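 active = normalized GFP-positive differentiation at or above the plate's own cutoff, the solvent-only control mean plus 3 SD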;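 note: cells exposed to compound for four days before flow analysis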
# TNAP activation fold: human TNAP enzyme activators, primary screen, biochemical, luminescent, no phosphate acceptor, uHTS (AID 1001). purified TNAP, luminescent activation assay, no phosphate acceptor; higher activation fold means a stronger effect. activation fold at 20 µM, or EC50 in µM where a hit was titrated. 200,000 tested, 0.03% active; in the data active = activation fold from about 3, or a potency from the dose series; inactive = the rest, 99 in 100 with activation fold below about 1.6; note: many of its hits are not listed in these tables
# WT yeast gro inh mutant strain: second read-out of WT yeast gro inh, no call of its own (marks repeat the call); inhibition, %; mitochondrial fusion phenotypic screen, mutant strain inhibition
# Lipid droplet cells 6.5 µM: recorded beside Lipid droplet, whose call it bears; cell count; measured here: cell count, cytotoxicity flag;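 cells counted across two imaged fields per well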
# Myeloid diff MLP GFP+ MAC1+ %: also measured in Myeloid diff MLP; calls as there; GFP+ MAC1+ double positive, %; measured here: differentiation confirmed by MAC1 staining
# Active calls of the source: *; i = inactive; · = no result given; [ ] = another dose, or the depositor's remark. Cut-off read from the data, not from the text of the source, unless noted: active = inhibition above about 50%; inactive = the rest.
# Start of the data: the first 3 records (preview)
SMILES,Lipid droplet,Lipid droplet cells 6.5 µM,P. falciparum M1AAP,human PMI inhibition,PMI inhibition,ER stress rescue,WT yeast gro inh,WT yeast gro inh mutant strain,K1F lysis inhibition,Myeloid diff MLP,Myeloid diff MLP GFP+ MAC1+ %,TNAP activation fold
CCC1/C(=N\O)CC(c2ccco2)NC1c1ccco1 (stereo unspecified),·,·,-3%,-4%,4%,-3.8%,-3,-17,-0.3%,i,0.8,1
COc1ccc2c(CC(=O)OCC(=O)Nc3ccc4c(c3)OCO4)coc2c1,-8,752,3%,27%,22%,2.2%,8,1,0.0%,i,1.0,1.1
O=[N+]([O-])c1cccc(C(=S)N2CCN(c3ccccc3)CC2)c1,-41,649,4%,14%,0%,-8.2%,25,30,4.5%,i,1.2,1.1

# Main list, from the start:
SMILES,Lipid droplet,Lipid droplet cells 6.5 µM,P. falciparum M1AAP,human PMI inhibition,PMI inhibition,ER stress rescue,WT yeast gro inh,WT yeast gro inh mutant strain,K1F lysis inhibition,Myeloid diff MLP,Myeloid diff MLP GFP+ MAC1+ %,TNAP activation fold
CCC1/C(=N\O)CC(c2ccco2)NC1c1ccco1 (stereo unspecified),·,·,-3%,-4%,4%,-3.8%,-3,-17,-0.3%,i,0.8,1
COc1ccc2c(CC(=O)OCC(=O)Nc3ccc4c(c3)OCO4)coc2c1,-8,752,3%,27%,22%,2.2%,8,1,0.0%,i,1.0,1.1
O=[N+]([O-])c1cccc(C(=S)N2CCN(c3ccccc3)CC2)c1,-41,649,4%,14%,0%,-8.2%,25,30,4.5%,i,1.2,1.1
O=C(Nc1ccc(F)cc1)N1CCCC(c2nc3c(nnn3Cc3ccccc3Cl)c(=O)[nH]2)C1 (stereo unspecified),23,711,3%,0%,0%,-0.8%,0,17,-1.4%,i,0.2,1.1
O=C(CSc1nccc(=O)[nH]1)c1ccco1,26,739,-4%,6%,10%,2.6%,5,0,-0.5%,i,0.5,1.1
C=CCSc1nnc(-c2nnc(SCC=C)n2-c2ccccc2)n1-c1ccccc1,·,·,1%,8%,8%,-1.1%,8,1,0.9%,i,0.4,1.1
COc1ccc2[nH]cc(/C=N/NS(=O)(=O)c3ccc(C)cc3)c2c1,17,723,3%,·,·,·,·,·,0.1%,i,1.4,·
CCCCOCCCNC(=O)CCCOc1ccccc1,2,827,0%,-7%,-10%,-1.1%,-2,9,-0.3%,i,0.9,1.1
COc1cc(CN2CCNC(=O)C2CC(=O)N2CCCO2)cc(OC)c1 (stereo unspecified),18,724,4%,·,·,2.9%,-4,-6,-0.8%,i,0.1,1.1
CC(C)CN(C(=O)CN1CCCCCC1)c1c(N)n(CC(C)C)c(=O)[nH]c1=O,-14,712,13%,-4%,4%,0.7%,-5,-15,-0.3%,i,0.8,1.1
Cc1ccc(C(=O)c2cnc3ccccc3c2-c2ccccc2)cc1,·,·,2%,5%,15%,-1.8%,-6,-5,-0.2%,i,0.8,1
O=C(Cc1c(Cl)cccc1Cl)Nc1cccnc1,5,747,0%,-6%,-1%,·,-3,0,0.1%,i,0.1,1.1
COC(=O)c1cc(C#N)c(Oc2cccc(C)c2C)nc1C,-14,681,14%,8%,12%,1.5%,0,-26,0.3%,i,0.6,1.1
COc1ccccc1NC(=O)COC(=O)c1ccccc1C(=O)N1CCN(c2ccccc2)CC1,-2,689,0%,-16%,-3%,-2.0%,12,-2,-0.1%,i,0.7,1
CCn1c(COc2c(C)cccc2C)nnc1SCc1nc2ccccc2c(=O)[nH]1,11,693,10%,-2%,44%,-0.6%,-4,11,3.2%,i,0.4,1.1
Cc1ccccc1N(C(=O)Cc1c[nH]c2ccccc12)C(C(=O)NC1CCCCC1)c1ccco1 (stereo unspecified),30,667,9%,-3%,0%,3.7%,-17,-2,0.1%,i,0.9,1.1
CSc1ccccc1NC(=O)CN(C)CC(=O)Nc1ccccc1C(F)(F)F,-19,755,0%,-10%,-8%,-0.8%,-12,1,0.7%,i,1.0,1.9
Cc1c(Nc2cc(N3CCCC(C)C3)c3nonc3c2[N+](=O)[O-])c(=O)n(-c2ccccc2)n1C (stereo unspecified),·,·,3%,46%,44%,-1.0%,8,21,0.1%,i,1.2,0.9
O=C(Cc1n[nH]c(=O)c2ccccc12)Nc1ccc(-c2nnc3n2CCCCC3)cc1,16,827,0%,-3%,-7%,0.9%,-17,10,1.6%,i,0.6,0.7
COc1ccccc1/C=[N+](\[O-])C1SC(=S)N(C)C1(C)C (stereo unspecified),-16,757,6%,·,·,·,·,·,-0.5%,i,0.5,·
Cc1c(Br)c([N+](=O)[O-])nn1C(C)C(=O)N1CCCc2ccccc21 (stereo unspecified),·,·,8%,6%,4%,-0.5%,1,35,0.8%,i,7.3,1.1
CCOC(=O)N1CCN(C(=O)CSCc2nc(-c3ccccc3F)oc2C)CC1,·,·,2%,-7%,-17%,-0.7%,8,54,-0.1%,i,1.7,1.1
CC(C)N(C(=O)C1CC(=O)OC12CCCCC2)C(C)C (stereo unspecified),·,·,1%,4%,2%,-1.4%,-2,3,-0.2%,i,1.2,1.1
Cc1ccc(C)c(OCCCC(=O)O)c1,2,737,5%,18%,16%,-0.3%,5,14,0.0%,i,1.3,1.1
CCOC(=S)N/C(=N\S(C)(=O)=O)c1ccccc1,-5,670,2%,·,·,·,·,·,-0.5%[50 µM],i,0.3,·
COc1c2c(nc3occc13)C(CC=C(C)C)(OC)C(O)CC2 (stereo unspecified),-45,695,9%,3%,3%,-2.4%,1,-1,2.1%,i,1.7,1.1
O=S(=O)(NC1CC1)c1ccc(S(=O)(=O)N2CCC3(CC2)OCCO3)cc1,3,751,0%,10%,-3%,-0.5%,-7,-3,0.6%,i,0.5,1.1
Cc1nn(C(=O)c2ccco2)c(C)c1CN1C(=O)c2ccccc2C1=O,-6,670,-4%,8%,2%,-3.3%,28,4,7.7%,i,2.0,1
Cc1ccc(C(=O)CCNc2ccc(F)c(Cl)c2)o1,·,·,6%,6%,6%,1.3%,-32,-10,0.2%,i,0.2,1.2
CCOc1cc2[nH]c(=S)n(Cc3ccc(C(=O)NCC(OC)OC)cc3)c(=O)c2cc1OCC,·,·,2%,-3%,-2%,-0.8%,-6,20,0.4%,i,0.8,1.1
Cc1nc2cc3nc(C(F)(F)F)[nH]c3cc2[nH]1,·,·,18%,4%,52%*,-0.4%,-12,-5,-1.9%,i,0.7,1.1
Cc1ccnc(NC(=O)/C=C/c2cccs2)c1,1,665,2%,1%,-8%,-5.0%,5,5,5.3%[50 µM],i,0.7,1.1
CCC(=O)c1cc(F)ccc1OCC(=O)N1CCN(c2ccc(F)cc2)CC1,-1,743,-1%,-1%,6%,-0.7%,10,12,-0.5%,i,0.3,1.1
CC(C)(C)NC(=O)C(c1ccccn1)N(C(=O)C1CSC(=O)C1)c1ccccc1F (stereo unspecified),-5,740,2%,-6%,-10%,-0.5%,5,15,-0.3%,i,0.6,1.2
O=C1NCCN1CCNS(=O)(=O)c1ccc(F)c(Cl)c1,6,699,12%,·,·,·,·,·,1.4%,i,0.6,·
COc1cccc(C(=O)Nc2ccc(NC(C)=O)cn2)c1,0,746,8%,-1%,1%,2.8%,-11,-2,-1.1%,i,4.8,1.1
Cc1ccc(CNC(=O)C2CCCN(c3nc(C)cc(C)n3)C2)cc1 (stereo unspecified),2,629,1%,5%,8%,2.7%,0,-5,0.4%,i,0.1,1.2
CCC1=[N+](CC(=O)c2ccc(Br)cc2)CCn2c(C)ccc21,-23,707,8%,·,·,·,·,·,-1.5%,i,0.5,·
COc1ccc(CC(=O)NNC(=O)Cc2ccc(OC)cc2)cc1,11,602,2%,-8%,-2%,-1.3%,0,10,·,·,·,1.3
Cc1ccc(S(=O)(=O)NCCC(=O)OCC(=O)Nc2cccc(S(=O)(=O)NC3=NCCCCC3)c2)cc1,11,725,5%,7%,4%,-1.0%,17,9,-0.4%,i,0.6,1.1
Nc1nncn1C(=O)c1c(Cl)cccc1Cl,-3,733,-3%,12%,12%,-0.7%,-7,3,3.8%,i,7.3,1.1
COC(=O)c1cnn2c1C(=O)N(Cc1cccs1)CC2,·,·,7%,-5%,4%,-0.9%,-23,13,0.3%,i,0.5,1.1
Cc1ccc(CSc2nnc([C@@H]3CCCN3)o2)cc1,·,·,6%,-6%,-6%,1.6%,17,2,0.4%,i,1.4,1
Cc1ccc(NC(=O)c2nc[nH]c2C(=O)N2CCOCC2)c(C(=O)c2ccccc2)c1,14,708,4%,·,·,0.0%,-12,-14,0.1%,i,0.6,1.1
CCCOc1ccc2oc(=O)c3c(c2c1)CCCN3C(=O)CN1CCN(C(=O)c2ccco2)CC1,-27,677,2%,-3%,-2%,-0.1%,16,6,·,·,·,1.1
Cc1ccccc1OCCNC(=O)CSc1ccc(C(F)(F)F)cc1[N+](=O)[O-],-3,516,2%,24%,13%,2.1%,0,-13,5.4%,i,0.8,1
COCCn1c(SCC(=O)Nc2cccc(OC)c2)nnc1-c1ccccc1,-15,669,4%,6%,4%,-1.9%,0,27,0.0%,i,11,1.1
O=C(CNS(=O)(=O)c1cccc(Cl)c1)Nc1ccc(-c2nc3ccccc3s2)cc1,-6,606,2%,2%,4%,-1.0%,1,-3,8.2%,i,0.6,1.1
O=c1cc(-c2ccccc2)[nH]c2cc(F)ccc12,-18,632,0%,-24%,-21%,-4.6%,-3,-11,0.1%,·,·,1.1
CCOC(=O)C1(CCc2ccccc2)CCN(C(=O)CCn2cnnn2)CC1,-4,749,3%,14%,5%,-0.9%,8,2,-2.5%,i,0.1,1

# Next compounds follow:
SMILES,Lipid droplet,Lipid droplet cells 6.5 µM,P. falciparum M1AAP,human PMI inhibition,PMI inhibition,ER stress rescue,WT yeast gro inh,WT yeast gro inh mutant strain,K1F lysis inhibition,Myeloid diff MLP,Myeloid diff MLP GFP+ MAC1+ %,TNAP activation fold
Cc1cccc(N(CC(=O)N2CCN(c3ccc(F)cc3)CC2)S(C)(=O)=O)c1C,-15,679,8%,2%,7%,0.7%,0,-4,·,i,0.3,1.1
Cc1ccccc1NC(=O)c1ccc(Nc2c([N+](=O)[O-])cc([N+](=O)[O-])c3ccccc23)cc1,0,470,4%,-2%,-4%,6.7%,11,-12,-8.5%,i,0.8,0.6
COC(=O)c1ccccc1NC(=O)c1cc(OC)cc(OC)c1,9,726,5%,9%,11%,·,2,13,0.1%,i,0.6,1.1
CCOc1ccc(-c2nc(N)ncc2-c2ccc(OC)cc2)c(O)c1,16,724,0%,9%,17%,1.7%,13,-19,0.0%[50 µM],i,2.5,1.1
